Screens (PubChem)
Siah-1 displacement – Siah-1 peptide-binding antagonists, primary screen, biochemical, fluorescence polarization, rhodamine-plectin, uHTS (AID 1817); E3 ubiquitin-protein ligase SIAH1 (Homo sapiens); Siah-1 / rhodamine-plectin peptide fluorescence polarization; higher % means a stronger effect; displacement, % at 20 µM; hits with a dose series show IC50 in µM; actives 0.02% (n = 290,000);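 active = displacement of at least 50% at 20 µM, with a fluorescence ratio check between 0.3 and a set limit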;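 also: plate controls were Siah plus tracer with DMSO for no effect and tracer alone without Siah for full effect; strong numbers were not always called active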
AID2073 – inhibitors of Mint1-CaV2.2 protein interaction, biochemical, HTRF (AID 2073); Voltage-dependent N-type calcium channel subunit alpha-1B (Homo sapiens); HTRF protein-protein interaction, Mint1-CaV2.2; higher % means a stronger effect; one-dose inhibition, % at 20 µM; IC50 in µM for titrated hits; actives 0.19% (n = 290,000); in the data active = inhibition mostly above about 51%, no sharp cut-off; inconclusive = no clear call, values can overlap the other calls; inactive = mostly below about 53%; also: some results filed as inactive read as strong as hits
M1AAP inhibition – P. falciparum M1AAP inhibitors, biochemical, fluorogenic H-Leu-NHMec substrate, 1536-well (AID 1445); recombinant M1AAP, H-Leu-NHMec fluorogenic kinetic assay; higher % means a stronger effect; inhibition, % at 30 µM; hits with a dose series show IC50 in µM; actives 0.42% (n = 220,000);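 active = primary inhibition above the hit cutoff, then over 50% inhibition at one or more dose response concentrations, cut at about 23% in these data, passing the limit was not always enough; inconclusive = conflicting primary data, or primary hits not chosen for dose response; inactive = low primary inhibition, or under 50% at every dose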;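 also: plate controls were DMSO full reaction for no effect and no enzyme background for full effect; strong numbers were not always called active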
P. falciparum M17LAP – P. falciparum M17LAP inhibitors, primary screen, biochemical, fluorogenic H-Leu-NHMec substrate, 1536-well (AID 1619); Leucine aminopeptidase (Plasmodium falciparum (isolate 3D7)); recombinant M17LAP, H-Leu-NHMec fluorogenic kinetic assay; higher % means a stronger effect; inhibition, % at 30 µM; hits with a dose series show IC50 in µM; actives 0.38% (n = 220,000);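 active = compound inhibiting the enzyme by more than half at any dose during confirmatory dose-response retesting; inconclusive = strong single-dose inhibitors picked by rank but not retested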;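 also: plate controls were full reaction with DMSO carrier for no effect and no enzyme background for full effect; strong numbers were not always called active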
Hep lipid drop – inhibitors of hepatocyte lipid droplet formation, primary screen, imaging, high-throughput imaging, BODIPY stain; AML12 mouse hepatocytes, oleate lipid droplets; actives 0.4% (n = 240,000); inhibition, % at 6.5 µM; AID 1656, 2009;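 active = lipid droplet intensity inhibited by at least 50%, with more than 500 cells counted; inconclusive = wells with under 300 cells, treated as cytotoxic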
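Assay system: AML12 mouse liver cells | Compound dosing: One dose, 6.5 µM compound | Read-out basis: Droplet intensity reduction, % inhibition | Measured by: Fluorescence imaging, 20x objective, two fields per well | Schedule: Overnight treatment with compound plus oleate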
XIAP displacement – XIAP antagonists, biochemical, IAP family, fluorescence polarization (AID 1018); E3 ubiquitin-protein ligase XIAP (Homo sapiens); displacement, % at 20 µM, or IC50 in µM where a hit was titrated; XIAP BIR domain, fluorescence polarization peptide displacement; higher % means a stronger effect; actives 0.007% (n = 200,000); in the data active = displacement above about 50%; also: a part of the inactive calls stands beside numbers as strong as those of hits
LYP phosphatase – inhibitors of LYP phosphatase, biochemical, fluorescence intensity, uHTS (AID 1779). recombinant LYP phosphatase, fluorescence intensity; higher % means a stronger effect. Tyrosine-protein phosphatase non-receptor type 22 (Homo sapiens). one-dose inhibition, % at 11.5 µM; IC50 in µM for titrated hits. actives 0.054% (n = 290,000);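 also: plate controls were vehicle with enzyme for no effect and no enzyme for full effect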
CSM14.1 death rescue – rescue of cells from ER stress-induced death, primary screen, 384-well, CSM14.1, thapsigargin, ATP luminescence (AID 1222); 190,000 tested, under 10 active; CSM14.1 thapsigargin-induced death rescue, ATP luminescence; higher % means a stronger effect; one-dose cellular ATP content (survival), % at 20 µM; EC50 in µM for titrated hits;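 active = EC50 below 50 µM in the dose-response confirmation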;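 also: death triggered by thapsigargin at about 15 µM added after 2 h compound pretreatment; cell ATP read after overnight thapsigargin exposure of roughly 18 to 22 hours; normalized against plate controls of thapsigargin alone and 5% DMSO vehicle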
HEK293 NOD2/NF-kB – NOD2 signaling inhibitors, cell-based, luminescence, uHTS, HEK293 (AID 1566) | actives 0.63% (n = 290,000) | HEK293 NOD2/NF-kB luciferase reporter, luminescence; higher % means a stronger effect | one-dose inhibition, % at 4 µM; EC50 in µM for titrated hits; also: many of its hits are not listed in these tables
Hep lipid drop cells 6.5 µM – second read-out of Hep lipid drop, no call of its own (marks repeat the call); cell count; measured here: cell count, cytotoxicity flag;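 cells counted across two imaged fields per well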
Numbers without * were called inactive; u = inconclusive; x = no result given. Rule as the data show it, unless noted: active = inhibition above about 50%; inactive = the rest. Not all compounds are listed; count on the stated rates, not on these rows.

item	SMILES	Siah-1 displacement	AID2073	M1AAP inhibition	P. falciparum M17LAP	Hep lipid drop	Hep lipid drop cells 6.5 µM	XIAP displacement	LYP phosphatase	CSM14.1 death rescue	HEK293 NOD2/NF-kB
1	CCOc1ccc(N(CC)C(=O)c2nn(-c3ccc(OC)cc3)c(=O)c3c2c2ccccc2n3C)cc1	0%	28%	-4%	-6%	-8	701	-7.8%	4%	-5.7%	-10%
2	CCOc1nc(Nc2ccccc2)nc(OCC)n1	-3%	14%	x	x	-1	851	x	-1%	x	0%
3	CC(C)NC(=O)CN(Cc1ccc(F)cc1)C(=O)CCC(=O)Nc1ccccn1	2%	8%	x	x	-3	791	x	-4%	x	9%
4	CC(C)(C)C(=O)NCCCc1nc2ccccc2n1CCCOc1ccc(Cl)cc1	0%	-4%	20%	4%	x	x	1.7%	0%	-0.5%	3%
5	COc1cc(S(=O)(=O)N2CCN(C)CC2)c(OC)cc1Br	2%	1%	-3%	3%	-5	696	-5.9%	-1%	3.6%	-69%
6	CCOC(=O)CC(=O)c1sc2c(c1N)c(=O)[nH]c(=O)n2-c1ccc(OC)cc1	-1%	5%	x	x	2	859	x	0%	x	-14%
7	COc1cc(C(=O)N(C)c2nnc(-c3cccnc3)s2)cc(OC)c1OC	5%	6%	14%	5%	2	721	0.4%	-2%	-0.3%	-5%
8	CCOC(=O)Cc1csc(NC(=O)C(C)c2ccc([N+](=O)[O-])cc2)n1 (stereo unspecified)	-8%	2%	-3%	-1%	2	684	-15%	3%	0.8%	-10%
9	O=[N+]([O-])c1ccc(/C=N/Nc2nc3ccccc3o2)cc1	13%	25%	x	x	3	753	x	-8%	x	-56%
10	COc1ccc(S(=O)(=O)Oc2cccc(/C=N/N=C3/NC(=O)C(CC(=O)O)S3)c2)cc1 (stereo unspecified)	0%	6%	18%	13%	15	678	-7.0%	8%	7.5%	-4%
11	Cc1ccc(Oc2coc3cc(O)ccc3c2=O)cc1	6%	u	x	x	x	x	x	-9%	x	-6%
12	COc1cccc(NC(=O)c2c(C)nn(-c3ccccc3)c2Cl)c1	10%	6%	x	x	x	x	x	-8%	x	-10%
13	COc1cc(OC)c(NC(=O)Cn2cnc3sc(C)c(S(=O)(=O)N4CCOCC4)c3c2=O)cc1Cl	-1%	1%	x	x	-23	783	x	0%	x	10%
14	CC(=O)Nc1ccc(S(=O)(=O)N2CCN(CCCOc3cc(C)ccc3C)CC2)cc1	2%	-5%	11%	2%	-19	717	-7.0%	0%	-2.6%	-5%
15	CSc1ccc(Cc2ccc(Cl)cc2Cl)nn1	4%	3%	7%	2%	x	x	-2.3%	-5%	-2.5%	-21%
16	Cc1ccc(C)n1-c1sc2c(c1C#N)CCC(C)C2 (stereo unspecified)	0%	-4%	-4%	-4%	-30	729	-5.8%	5%	-1.5%	2%
17	CCCNC(=O)OC[C@H]1O[C@H](CCO/N=C/c2ccc(C(=O)N3[C@H](c4ccc(C)cc4)[C@@H](C)CC[C@H]3C(=O)OC)cc2)C=C[C@@H]1Oc1ccc(OC)cc1	0%	7%	-3%	7%	-3	724	-16%	7%	-1.4%	-38%
18	O=C(NCc1ccncc1)C12CC3CC(CC(Cl)(C3)C1)C2	-3%	6%	x	x	-9	751	x	-4%	x	12%
19	Cc1ccccc1-c1nc2sc3c(c2c(=O)o1)CCC3	3%	15%	-10%	1%	-14	680	-4.6%	2%	-0.1%	25%
20	O=C(CN1C(=O)COc2ccc(Cl)cc21)Nc1ccc2c(c1)OCCO2	-1%	-1%	-9%	2%	1	801	-3.7%	-6%	-1.3%	12%
21	NS(=O)(=O)c1ccc(N/N=C/c2ccc[nH]2)c([N+](=O)[O-])c1	-3%	-16%	11%	-2%	-16	691	x	4%	x	6%
22	COc1ccc(C(=O)Nc2nnc(CCS(=O)(=O)c3ccc(C)cc3)s2)cc1	9%	22%	4%	10%	16	675	-3.9%	-4%	0.0%	-2%
23	CS(=O)(=O)N(Cc1ccc(Cl)cc1)c1ccc(C(=O)N/N=C/c2cc3ccccc3nc2Cl)cc1	3%	18%	7%	-15%	64*	577*	-5.4%	13%	-2.3%	24%
24	CCC(CC)C(=O)c1c[nH]c(C(=O)NN)c1	0%	-11%	-4%	10%	-6	714	-8.1%	0%	-0.9%	5%
25	O=C(O)c1[nH]c2ccccc2c1C(c1c(F)cccc1Cl)c1c(C(=O)O)[nH]c2ccccc12	5%	6%	x	x	13	794	x	4%	x	-8%
26	CCN1CCN(C(=O)CN(CCc2ccccc2)S(C)(=O)=O)CC1	6%	-4%	7%	-2%	9	768	-3.0%	-6%	0.4%	13%
27	CC(C)c1ccc2[nH]c3c(c2c1)[C@@H]1CCN2C(=O)CCC[C@H](C3)[C@H]12	-4%	0%	x	x	x	x	x	-10%	x	2%
28	CC(NCCOc1ccccc1F)C(=O)Nc1ccc(S(N)(=O)=O)cc1 (stereo unspecified)	8%	-3%	x	x	13	829	x	-6%	x	-13%
29	COc1ccc(OC)c(CNC(=O)Cc2c(C(=O)O)[nH]c3ccccc23)c1	-1%	2%	14%	28%	x	x	-28%	-6%	1.3%	-2%
30	NNC(=O)c1ccc(CSc2cccc3cccnc23)cc1	13%	16%	0%	-1%	-1	649	-1.5%	-3%	1.9%	-6%
31	COc1ccc(Cc2n[nH]c(=O)c3ccccc23)cc1OC	1%	5%	2%	5%	x	x	-5.9%	0%	0.1%	12%
32	CCOC(=O)c1c(C)n(OCc2ccccc2)c2ccc3c(no[n+]3[O-])c12	0%	-4%	-1%	-12%	-8	637	-0.2%	5%	x	-34%
33	Cc1cc(-c2ccc(N3CCOCC3)cc2)nc2ccccc12	4%	22%	33%	-19%	-2	661	-11%	2%	-3.6%	-40%
34	CCS(=O)(=O)Nc1ccc(C2=NN(C(C)=O)C(c3cccs3)C2)cc1 (stereo unspecified)	-2%	16%	8%	-494%	-4	682	-5.8%	-2%	-0.3%	-7%
35	Cc1c(-c2ccccn2)c(=O)[nH]n1-c1ccc(F)cc1	-4%	3%	-4%	-3%	4	687	-5.7%	-6%	-0.7%	-44%
36	O=C(COc1ccccc1)N1CCN(C(=O)c2ccco2)CC1	-1%	-6%	5%	14%	9	814	-7.4%	-4%	0.1%	-30%
37	CCN(C(=O)CCNC(=O)Cn1cnc2ccccc2c1=O)c1ccccc1F	-4%	-5%	x	x	-1	787	x	-6%	x	-3%
38	CN(C)CCCNS(=O)(=O)c1ccc(N2CCN(Cc3ccc4c(c3)OCO4)CC2)c([N+](=O)[O-])c1	-1%	4%	x	x	2	775	x	-2%	x	44%
39	O=C(O)CCNS(=O)(=O)c1ccc(Oc2ccccc2Cl)cc1	-1%	-7%	-3%	3%	-1	787	0.1%	-6%	-1.8%	10%
40	CC1CCN(c2ccc(S(=O)(=O)N3CCC(C)CC3)cc2N)CC1	-2%	8%	x	x	-2	723	x	-3%	x	50%*
41	COC(=O)CN1C(c2cccc(Cl)c2)=Nc2ccc(Cl)cc2C1c1ccccc1 (stereo unspecified)	5%	5%	13%	-10%	23	590	-10%	3%	7.8%	-9%
42	CCc1nnc(NC(=O)CSc2nnc(Cc3ccc(OC)cc3)o2)s1	-3%	-12%	-5%	19%	-15	743	-2.8%	-4%	-5.0%	3%
43	O=C1CS/C(=N/N=C2C3CC4CC(C3)CC2C4)N1	2%	-4%	0%	9%	-4	639	-1.1%	-10%	0.5%	2%
44	Cc1ccc(S(=O)(=O)N[C@@H](Cc2ccccc2)C(=O)CCl)cc1	1%	-4%	1%	-13%	1	701	-3.9%	-3%	13%	46%
45	C=CCOc1ccc2c(c1)c(S(=O)(=O)c1ccc(C)cc1)cn2COC	3%	3%	14%	11%	x	x	0.1%	-5%	2.3%	-3%
46	COC(=O)C1=CN(CC2CCCO2)C=C(C(=O)OC)C1c1ccsc1 (stereo unspecified)	-2%	15%	13%	-436%	x	x	-3.1%	-9%	0.0%	-16%
47	CCN(CC)c1ccc(CNCc2cccs2)cc1	-2%	-6%	4%	5%	-12	707	-12%	-6%	-1.0%	2%
48	Cc1ccc(-n2[nH]c(C)c(/C=N/NC(=O)c3ccc(O)cc3O)c2=O)cc1	-12%	8%	x	x	19	870	x	4%	x	-20%
49	COc1ccc(CCC(=O)Nc2cc(S(C)(=O)=O)ccc2Cl)cc1	3%	0%	3%	1%	9	675	-4.1%	-4%	-1.0%	3%
50	C#CC(CC)(CC)NC(=S)Nc1cccc(C(C)=O)c1	6%	13%	5%	5%	4	710	-1.8%	-2%	0.5%	12%
51	Nc1ccccc1SCc1ccccc1Cl	10%	-1%	1%	-1%	6	736	x	-9%	x	-2%
52	Cc1nc(C(=O)NC2CC2)sc1C1(C)CC(c2ccccc2)=NO1 (stereo unspecified)	2%	6%	4%	-6%	-11	650	x	-4%	x	-3%
53	O=C(COC(=O)CCc1nc2ccccc2c(=O)[nH]1)NC(c1ccccc1)c1ccccc1	-2%	8%	0%	7%	0	677	x	-7%	x	-11%
54	C=CCn1c(SCC(=O)N(CC)CC)nc(O)cc1=O	-3%	-4%	4%	5%	x	x	-2.8%	-2%	x	-23%
55	CC(=O)c1ccc(NC(=O)C2CC(=O)N(C(C)C)C2)cc1 (stereo unspecified)	-1%	-4%	8%	-3%	x	x	-4.1%	-3%	0.2%	26%
56	Cc1ccc(SCC(=O)NC(=O)Nc2ccc3c(c2)OCCO3)c(C)c1	12%	-5%	6%	2%	0	558	-7.2%	-6%	0.0%	18%
